Bioassay records as filed in PubChem BioAssay.
INS promoter inh = TRM-6 insulin promoter activity inhibition; TRM-6 cells (human fetal islet line), insulin promoter-eGFP reporter, imaging; reporter expression induced with tamoxifen; inhibition, % at 2 µM; actives 0.9% (n = 130,000); AID 1273;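 active means inhibition above the mean plus 3 SD, with well images judged a real hit on visual review, cut at about 60% in these data, passing the limit was not always enough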
SDO1 yeast rescue = compounds rescuing growth of sdo1-depleted yeast, bone marrow failure model | S. cerevisiae sdo1-depleted JHY4D growth rescue, OD600 30 h; active compounds read high; pdr5 snq2 efflux-pump mutant strain | z-score at 10 µM | actives 0.21% (n = 140,000) | AID 817;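 active means z-score above 3 at both the 24 hr and the 30 hr optical density reads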;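 further: z-score against mean and SD of all compound wells on the same plate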
SDO1 yeast rescue Rescue 24 h = also measured in SDO1 yeast rescue; calls as there; z-score; S. cerevisiae sdo1-depleted JHY4D growth rescue, OD600; measured here: growth rescue at 24 h;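 0 is the plate mean of compound wells and units are plate SD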
Active calls of the source: *; x = no result given. A portion of the library (hit frequency here may not be typical).

SMILES	INS promoter inh	SDO1 yeast rescue	SDO1 yeast rescue Rescue 24 h
CCOC(=O)c1ccc(NC(=O)c2c(C)[nH]c(C(=O)OCC)c2C)cc1	11	-0.17	-0.02
CCCS(=O)c1nc(C)cc(C)c1S(C)(=O)=O (stereo unspecified)	-178	x	x
CC(C)OC(=O)c1sc2nc3c(cc2c1N)C(=O)CCC3	x	0.01	0.85
C/C(=N/NC(=O)c1ccoc1C)C12CC3CC(CC(C3)C1)C2	-13	1.7	2.1
O=C(CCc1ccc(S(=O)(=O)NCCc2ccccc2)cc1)NCc1ccc2c(c1)OCO2	-38	-0.57	-0.26
Cc1nn(C)c(C)c1CN(C)C(=O)C1(C)CC1(Br)Br (stereo unspecified)	39	0.52	0.05
Cc1cc(/C=C2/SC(=S)N(c3cccc(C(F)(F)F)c3)C2=O)c(C)n1-c1cccnc1	-12	x	x
Cc1cccc(C)c1NC(=O)CN1C(=O)S/C(=C\c2cccn2-c2cccc(C(=O)O)c2)C1=O	19	0.49	-0.24
CC(=O)Nc1ccc(S(=O)(=O)N2CCN(C(=O)N3CCCCCC3)CC2)cc1	-272	0.1	-0.72
CC(=O)N1N=C(c2cccc(NS(C)(=O)=O)c2)CC1c1cccs1 (stereo unspecified)	33	x	x
C/C(=N\O)C(=O)NCc1ccccn1	3	0.69	0.73
Cc1cc(=O)[nH]c(SCCCOc2ccccc2Cl)n1	23	-0.31	-0.39
Cc1ccc(N/N=C/c2cccnc2)cc1	-48	-0.65	-0.15
CC(C)(C)c1ccc(/C=N/NC(=O)Cc2c[nH]c3ccccc23)cc1	14	-2.1	-1.2
O=S(=O)(NCC(Nc1ccc(Cl)cc1)c1ccccc1)c1ccc(Cl)cc1 (stereo unspecified)	-22	-1.7	-1.2
CCc1oc(C(=O)O)cc1COC	-29	1.1	0.07
O=C(c1cccc(C(F)(F)F)c1)N1CCC(O)(CS(=O)(=O)Cc2ccc(Cl)cc2)CC1	-14	0.72	0.98
COc1ccccc1-c1cc(C(F)(F)F)nc(NCc2cccs2)n1	-24	-0.42	0.11
Clc1ccc(Oc2cnns2)c(Cl)c1	-4	-0.46	-0.46
COC(=O)c1nn(-c2cccc(C(F)(F)F)c2)c(=O)cc1Sc1ccccn1	-31	0.74	0.15
CC(NC(=O)Nc1ccc2c(c1)OCO2)c1ccncc1 (stereo unspecified)	5	x	x
Cc1ccc(C)n1-c1ccncc1	x	0.54	-0.34
CCc1nnc(N/N=C/c2cccs2)n1N	-57	0.57	0.51
CCn1c(CNC(=O)COc2ccc(C(C)C)cc2)nnc1SCC(=O)Nc1ccccc1C(C)C	x	0.57	0.48
CCOC(=O)C1CCCN(C(=O)Cn2sc3nc(C)cc(C)c3c2=O)C1 (stereo unspecified)	x	-1.1	-1.4
Additional results.
SMILES	INS promoter inh	SDO1 yeast rescue	SDO1 yeast rescue Rescue 24 h
COc1ccc(Cn2cc(C(=O)c3ccccc3)c(=O)c3cc(OC)ccc32)cc1	5	-1.3	-0.58
O=c1oc2ccccc2c2c1nc(C(F)(F)F)n2-c1ccccc1	x	-0.57	-0.95
Cc1cccc(C2c3[nH]c4ccccc4c3CCN2C(=O)c2cn(C)c3ccccc3c2=O)n1 (stereo unspecified)	-13	x	x
Cc1ccc(NC(=O)CSc2nnc(-c3cccs3)n2Cc2ccco2)cc1	-35	-0.63	0.16
CCCOc1ccc(NC(=O)C2OC3OC(C)(C)OC3C3OC(C)(C)OC23)cc1 (stereo unspecified)	11	0.52	-0.83
CN(C(=O)C1CCCO1)c1nnc(-c2ccncc2)s1 (stereo unspecified)	6	0.53	0.53
CCOc1ccccc1OCCC(=O)OCC(=O)c1ccc[nH]1	-52	x	x
Cc1ccc(OCC(=O)Nc2cccc(S(=O)(=O)N3CCCCC3)c2)c([N+](=O)[O-])n1	x	1.2	1.6
Fc1ccccc1-c1csc(=Nc2cccnc2)n1CC1CCCO1 (stereo unspecified)	20	-0.88	-0.91
CCOc1ccccc1C1C(C(=O)Nc2ccccc2OC)=C(C)Nc2nc(CCCO)nn21 (stereo unspecified)	x	-0.92	-0.37
CC(C(=O)NCc1ccc2c(c1)OCO2)c1ccc([N+](=O)[O-])cc1 (stereo unspecified)	35	x	x
CCN(CC)CCCNC(=O)CC1Oc2ccc(C)cc2NC1=O (stereo unspecified)	x	0.45	-0.38
Oc1c(C(c2ccc(F)cc2)N2CCc3ccccc3C2)sc2ncnn12 (stereo unspecified)	43	-0.85	-0.6
COc1cc2c(cc1OC)CN(S(=O)(=O)c1cccs1)CC2	29	-1.2	-1.9
O=c1[nH][nH]c(C(F)(F)F)c1C=Nc1ccccc1Cl	13	-1.9	-1.4
O=S(=O)(Nc1ccc(Cc2ccncc2)cc1)c1ccc(Br)cc1	14	-0.02	0.73
N/N=C(\c1ccccc1)C12CN3CN(CN(C3)C1)C2	22	0.03	-0.38
Cc1cc2cc(C(c3nnnn3Cc3ccco3)N3CCc4ccccc4C3)c(=O)[nH]c2cc1C (stereo unspecified)	x	-0.78	-0.41
CC(=O)Nc1ccccc1NC(=O)C/C(C)=N/NC(=O)c1ccccn1	-8	x	x
CC(c1ccccc1)N1C(=O)c2ccc(C(=O)NCc3ccco3)cc2C1=O (stereo unspecified)	-440	-0.9	-0.71
Cc1cc(C)c(N(C(=O)Cn2nnc3ccccc32)C(C(=O)NC(C)(C)C)c2ccsc2)c(C)c1 (stereo unspecified)	-23	0.15	-0.04
O=C(O)c1cc(S(=O)(=O)N2CCCCC2)sc1Cl	x	-0.48	-0.47
CC(C)NC(=O)Cn1c(SCC(=O)c2ccc(F)cc2)nc2ccccc21	-224	-0.03	0.27
Cc1ccc(C(=O)Nc2cccnc2)cc1S(=O)(=O)N1CCOCC1	55	0.12	0.37
COc1ccc(N2CCN(C(=O)Cc3ncc(C(F)(F)F)cc3Cl)CC2)cc1	0	0.82	0.39

Given with each value named: two of the compounds above
CC(=O)N1N=C(c2cccc(NS(C)(=O)=O)c2)CC1c1cccs1 (stereo unspecified)
  INS promoter inh: 33; SDO1 yeast rescue: x; SDO1 yeast rescue Rescue 24 h: x
C/C(=N\O)C(=O)NCc1ccccn1
  INS promoter inh: 3; SDO1 yeast rescue: 0.69; SDO1 yeast rescue Rescue 24 h: 0.73

Additional entries follow.
SMILES	INS promoter inh	SDO1 yeast rescue	SDO1 yeast rescue Rescue 24 h
Cc1sc2ncnc(N[C@@H](CCC(=O)O)C(=O)O)c2c1C	x	0.94	0.54
Cc1ccc(N2CC(C(=O)OCC(=O)C(C)(C)C)CC2=O)cc1 (stereo unspecified)	-21	-0.75	-0.73
CCOC(=O)c1c(C)[nH]c(NC(=O)Nc2c(C)n(C)n(-c3ccccc3)c2=O)c1C	3	1.5	1.3
CCCn1nc(NC(=O)c2ccccn2)c2cc3cc(C)ccc3nc21	20	-2.4	-1
COCCSc1ccccc1C(=O)Nc1cc(C)on1	14	1.3	1
O=C(/C=C/c1ccco1)NCC(=O)N/N=C/c1ccc(Cl)cc1	21	x	x
CN(C)c1ccc(NC(=O)CCn2c(=S)oc3ccccc32)cc1	27	x	x
O=S1(=O)CCC(N=Cc2cc(Br)ccc2O)C1 (stereo unspecified)	-38	0.36	0.2
CC(=O)Nc1ccc(N(C(=O)Cc2c[nH]c3ccccc23)C(C(=O)NC2CCCCC2)c2ccco2)cc1 (stereo unspecified)	16	0.34	-0.18
NC1=NC(=O)C(CC(=O)NCc2ccccc2)S1 (stereo unspecified)	9	x	x

Reprinted at random: 5 compounds from above, in no set order.
SMILES	INS promoter inh	SDO1 yeast rescue	SDO1 yeast rescue Rescue 24 h
CCOC(=O)c1c(C)[nH]c(NC(=O)Nc2c(C)n(C)n(-c3ccccc3)c2=O)c1C	3	1.5	1.3
COCCSc1ccccc1C(=O)Nc1cc(C)on1	14	1.3	1
O=C(/C=C/c1ccco1)NCC(=O)N/N=C/c1ccc(Cl)cc1	21	x	x
CN(C)c1ccc(NC(=O)CCn2c(=S)oc3ccccc32)cc1	27	x	x
Cc1ccc(N2CC(C(=O)OCC(=O)C(C)(C)C)CC2=O)cc1 (stereo unspecified)	-21	-0.75	-0.73
